High-throughput results (PubChem BioAssay)
mcGAS lum = inhibitors of mouse cGAS; Q8C6L5; recombinant cGAS, Kinase-Glo ATP depletion luminescence; inhibition, % at 12.5 µM; 160,000 tested, 0.15% active; AID 1259399;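 also: 0% = negative control wells and 100% = reference inhibitor with no enzyme activity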
NPYLR7 agonist = activates Aedes aegypti NPYLR7 receptor; HEK293T NPYLR7/Galpha15, GCaMP6s calcium fluorescence; activation, % at 10 µM; 270,000 tested, 0.15% active; in the data active = activation above about 40%;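 also: 0% = vehicle and 100% = reference agonist at the receptor; some compounds past the cut are filed as inactive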
hcGAS inh = human cGAS inhibition; recombinant h-cGAS, ATP depletion, Kinase-Glo luminescence; inhibition, % at 12.5 µM; 290,000 tested, 0.081% active;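 also: 0% = vehicle reaction and 100% = reaction without DNA for no activity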
Target sequence (Q8N884 whole entry, looked up): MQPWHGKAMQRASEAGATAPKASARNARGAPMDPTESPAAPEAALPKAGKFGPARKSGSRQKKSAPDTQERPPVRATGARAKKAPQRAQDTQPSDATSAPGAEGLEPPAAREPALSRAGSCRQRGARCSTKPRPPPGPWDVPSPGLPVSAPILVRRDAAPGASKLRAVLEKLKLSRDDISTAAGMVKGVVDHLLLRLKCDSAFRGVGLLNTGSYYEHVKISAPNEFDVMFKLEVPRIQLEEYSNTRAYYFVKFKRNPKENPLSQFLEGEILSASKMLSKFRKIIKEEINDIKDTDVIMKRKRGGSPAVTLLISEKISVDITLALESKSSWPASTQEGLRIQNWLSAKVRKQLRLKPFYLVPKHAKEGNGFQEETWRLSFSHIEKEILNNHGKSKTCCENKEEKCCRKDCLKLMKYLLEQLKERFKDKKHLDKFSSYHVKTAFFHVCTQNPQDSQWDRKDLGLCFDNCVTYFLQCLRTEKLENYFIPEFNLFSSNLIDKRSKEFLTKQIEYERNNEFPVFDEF
* marks the source's active call; other numbers are inactive results; · = no result given; & = joins results of further samples. Rule as the data show it, unless noted: active = inhibition above about 40%; inactive = the rest. This is a random part of the collection; about 0.26% have a hit in one of these screens.

Order of values – NPYLR7 agonist, mcGAS lum, hcGAS inh
CN(Cc1cccs1)S(=O)(=O)c1ccc(C(=O)O)cc1
→ 2, ·, -4
CCOC(=O)C(CC)n1nc(CC)n2c(cc3oc(C)cc32)c1=O (stereo not given)
→ 0, -2, -2
CC(C)(C)c1ccc(C(=O)Nc2nnc(-c3cccnc3)o2)cc1
→ 5, 7, 10
Cc1cnccc1N1CCCN(c2nccc(N3CCC(O)CC3)n2)CC1
→ ·, -10, 0
CCS(=O)(=O)N(CC(N)=O)c1ccc2c(c1)OCO2
→ 11, -5, -1
Cc1ccc(NC(=O)Cn2nc3c(=O)n(-c4ccc(Br)c(C)c4)ccn3c2=O)cc1C
→ 9, -2, -2
COc1cc(C)nc(Sc2nc(C)c(C)o2)n1
→ -1, ·, -9
CN(C(=O)c1cccc(-n2cccn2)c1)C1CCCN(CCCc2ccccc2)C1 (stereo not given)
→ 8, -9, -3
CC(C)CN1CCC(CNC(=O)c2ccc(NC3CCN(C)CC3)nc2)C1 (stereo not given)
→ 5, ·, -8
COc1cccc(-c2cc(C(=O)N3CCN(c4ccccc4Cl)CC3)n3nc(-c4ccccc4)cc3n2)c1
→ 3&5, -10&-3, -7&-5
N#CC1C(=N)Oc2nc[nH]c(=O)c2C1c1cccnc1 (stereo not given)
→ -2, -4, -4
CCOCCn1ccc2c(NC(=O)c3c(F)cccc3C(F)(F)F)c(OC(=O)N(CC)CC)ccc21
→ 2, -7, -8
COc1ccc(NC(=O)CSc2nc3c(-c4ccccc4)c[nH]c3c(=O)n2C(C)C)cc1
→ -1, -7, -5
Cc1ccccc1C(NC(=O)C1CCN(Cc2cccc(C(F)(F)F)c2)CC1)c1cnccn1 (stereo not given)
→ 1, 1, 0
Cc1ccc(-c2noc(Cn3ccn4nc(-c5ccc(C)c(C)c5)cc4c3=O)n2)cc1
→ -3, -7, -3
CCOC(=O)c1sc(NC(=O)COC(=O)C2CCC2)c(C(=O)OCC)c1C
→ 2, -2, 8
Cc1cc(C(=O)NCCc2nnc3c(C(F)(F)F)cccn23)nn1C
→ 8, ·, -3
COCCNC(=O)c1nn(-c2ccc(C(C)C)cc2)c(=O)n(Cc2cccc(C(F)(F)F)c2)c1=O
→ ·, -3, -1
COCCc1ncc(CN2CCN(c3ccccc3OC)C(C)(C)C2)cn1
→ 1, -13, -8
COc1cccc(-c2ccc(O)cc2)n1
→ 16, ·, -3
Cc1cccc(-n2nc(-c3ccc(C)c(C)c3)cc2C(=O)O)c1
→ 11, ·, -3
O=C(NCCn1nc(-c2ccncc2)ccc1=O)c1cccc2ccccc12
→ 9, ·, -11
COC(=O)C1CCN(S(=O)(=O)c2c(C)n(C)c(=O)n(C)c2=O)CC1
→ 4, -8, -2
CC(C)(CN1CCOCC1)CN(Cc1nccs1)C1CC1
→ ·, -6, -13
N#Cc1cccc(OC2CC3CCC(C2)N3C(=O)c2ccc(CSc3nc4ccccc4o3)cc2)c1 (stereo not given)
→ 4, -7, -9
CC(C)N(C(=O)CSc1n[nH]c(-c2ccccc2F)n1)C(C)C
→ -2, ·, 1
CC1=C(C(=O)OC2CCCC(C)C2)C(c2ccc(O)c([N+](=O)[O-])c2)NC(=O)N1 (stereo not given)
→ -8, -6, 0
Cc1cc(F)ccc1S(=O)(=O)Nc1cc(Cl)ccc1Cl
→ 3, ·, -3
CN1C2CCC1CC(NC(=O)c1nn(C)c3ccccc13)C2 (stereo not given)
→ 2, -3, -2
Cc1cc(N2CCN(CC(C)C)C(CCO)C2)nc(-c2cccnc2)n1 (stereo not given)
→ 20, ·, -1
CC(=O)c1ccc(NS(=O)(=O)c2c(C)c(C)c(C)c(C)c2C)cc1
→ -1, 1, 3
Cc1noc(C)c1CSCC(=O)N1CCN(c2ccc(C#N)cn2)CC1
→ -2, ·, -13
CC(=O)Nc1nc(N2CCC(C(=O)NC3CCCC3)CC2)sc1C(=O)N1CCCC1
→ ·, -6, -7
CC(C)NC(=O)C1(C)CCN1Cc1ccc(Cl)cc1 (stereo not given)
→ -2, ·, 2
CC(=O)Oc1ccccc1Cn1c(C)c(C(=O)N(C)Cc2ccc(F)cc2)sc1=O
→ -8, ·, -4
CCc1nc(N(CCC(=O)NC(C)CC)Cc2ccco2)c2ccccc2n1 (stereo not given)
→ -1, -6, -4
COCCOc1nc(-c2ccc(C)cc2)n(-c2ccc(N)cc2)n1
→ -4, -7, -8
Cc1nc2ncc3c(=O)n(-c4ccc(Cl)cc4Cl)ccc3n2n1
→ 3, ·, -5
Cc1noc(C)c1C1CCCN1C(=O)c1scc2c1OCCO2 (stereo not given)
→ 5, ·, -6
CCSCCn1c(=O)n(C2CCCCC2)c2ncc(C(=O)O)cc21
→ -5, -2, -3
CCC(C)N(Cc1ccc(OS(C)(=O)=O)cc1)C(=O)C(c1ccccc1)c1ccccc1 (stereo not given)
→ 6, -7, -12
CC(C)(C)c1ccc(-c2ncccc2OC(=O)C23CC4CC(CC(C4)C2)C3)cc1
→ 2, ·, -7
CCOC(=O)N1CCN(C2CCCN(Cc3cc(Cl)c(O)c(OC)c3)C2)CC1 (stereo not given)
→ -5, -9, -5
CCOC(=O)c1c[nH]c2c(Cl)cccc2c1=O
→ 2, -8, -10
CC1(C)CC(=O)C2C(=NC3=C(C(=O)CC(C)(C)C3)C2c2cccc([N+](=O)[O-])c2)C1 (stereo not given)
→ -3, -4, -2
CCSc1nnc(NC(=O)c2cccnc2)s1
→ 5, -7, -6
Cc1ccc(S(=O)(=O)NC(=O)C2(C)CCN2C(=O)c2ccc(C(F)(F)F)nc2C)nc1 (stereo not given)
→ 3, ·, -2
COc1cc(NC(=O)c2cc(=O)c(OCc3ccc(F)cc3)c[nH]2)cc(OC)c1OC
→ -4, ·, -10
CC(=NNC(=S)NC(C)C)c1ccc2c(c1)Nc1ccccc1S2
→ -3, -3, -2
COc1cc(COc2cccc3ccc(N4CCC(C(N)=O)CC4)nc23)cc(OC)c1
→ 7, -9, -6
COc1ccc(C)cc1S(=O)(=O)NC1CC2CCC(C1)N2Cc1ccoc1 (stereo not given)
→ -10, 1, 0
O=C1CC(c2ccnn2-c2ccccc2)c2ccc(N3CCOC3=O)cc2N1 (stereo not given)
→ -3, ·, 5
c1ccc(-c2nc3ccccc3nc2N2CCCC2)cc1
→ -2, ·, 0
O=C(CCN1CCSC1=O)OCc1nc2ccccc2o1
→ 12, ·, -6
NC(=O)c1nc(-c2ccccc2O)nc2c1[nH]c(=O)n2-c1ccc(F)cc1
→ 2, -8, -7
CCC(C)N(Cc1ccncc1)C(=O)Cc1nc(C)sc1C (stereo not given)
→ -3, -1, 7
CC1(C)C2(C(=O)N3CCC(Cc4ccc(-c5ccccc5)cc4)CC3)CC[C@@]1(C)C(=O)O2
→ 2, -9, -8
CCN(CC)S(=O)(=O)c1ccc(OC)c(N2CCN(C(=O)c3ccccc3OC(F)(F)F)CC2)c1
→ 11, -5, 0
CN(C(=O)c1ccc(OC2CCN(Cc3ccccn3)CC2)cc1)C1CCOCC1
→ 22, ·, -10
CN(C)CCCN(C)C(=O)c1nc(SCc2ccc(Cl)cc2)n2ccccc12
→ 6, ·, -10

(listing goes on)
Order of values – NPYLR7 agonist, mcGAS lum, hcGAS inh
COc1cccc(COc2coc(CN3CCCN(S(=O)(=O)c4ccc(Cl)cc4Cl)CC3)cc2=O)c1
→ 17, -8, -7
Cc1oc(CSCc2cc(C(=O)O)c(C)o2)cc1C(=O)O
→ 10, -3, -3
Cc1ccc(Cc2nsc(N3CCCN(C(=O)Nc4ccc(F)c(Cl)c4)CC3)n2)cc1
→ -1, -1, -1
CCN(Cc1ccc(OC)c(F)c1)C(=O)Cn1c(=O)cnc2ccccc21
→ 3, ·, -3
Cc1ccc(C(C)NC(=O)CN2CCN(c3ccc([N+](=O)[O-])c4cnccc34)CC2)cc1C (stereo not given)
→ -3, ·, 2
C/C(=C\c1ccccc1)CN(C)C1CCN(C)CC1
→ 0, -7, -18
Cc1c(C(=O)O)sc(S(=O)(=O)N2CCN(C(=O)C(C)(C)C)CC2)c1C(=O)O
→ 1, ·, 0
CCOC(=O)N1CCN(Cc2ccc3c(c2)CN(C(=O)Cn2ccc(C)n2)CCO3)CC1
→ 5, -12, -7
Cc1occc1C(=O)NNS(=O)(=O)c1ccc(Br)s1
→ 3, ·, -13
Cc1onc(-c2ccccc2Cl)c1C(=O)Nc1ccc(O)c2c1C(=O)c1ccccc1C2=O
→ -6, -5, -1
CCOC(=O)C1CCN(S(=O)(=O)c2ccc3oc(=O)ccc3c2)CC1
→ 4, -5, 1
CC(C)c1ccc(CN2CCC(N3CCC(C(=O)N4CCCC4)CC3)CC2)cc1
→ 17, ·, -8
COC(=O)C1(C(F)(F)F)N=C2Sc3ccccc3N2C(=O)N1 (stereo not given)
→ 2, ·, 4
CN1CCCCC1C(=O)NNC(=O)c1ccccc1Cl (stereo not given)
→ 27, ·, -7
Cc1ccc(OCC(=O)NNC(=O)COc2ccccc2)cc1
→ 4, -3, -7
COCNc1nc(N(C)C)nc(-n2cnc(SC)n2)n1
→ 1, -7, -4
CC(NC(=O)CN1CCCC1c1ccc2c(c1)OCCCO2)c1ccccc1 (stereo not given)
→ -4, ·, -6
Cc1nn(-c2ccccc2)c(C)c1C(=O)N1CCCCC1
→ ·, -10, -5
CC(=O)Nc1cccc(NC(=O)c2ccc(C(F)(F)F)cc2)c1
→ 7, -9, -12
O=C(CC1CSc2nc3c(c(=O)n21)CCCC3)NCc1ccccc1Cl (stereo not given)
→ -2, ·, -3

Some of the entries so far, as tab-separated lines.
SMILES	NPYLR7 agonist	mcGAS lum	hcGAS inh
COCNc1nc(N(C)C)nc(-n2cnc(SC)n2)n1	1	-7	-4
CC(NC(=O)CN1CCCC1c1ccc2c(c1)OCCCO2)c1ccccc1 (stereo not given)	-4	·	-6

Full records, quoted from the list. Order of screens: NPYLR7 agonist | mcGAS lum | hcGAS inh
Profile of COC(=O)C1(C(F)(F)F)N=C2Sc3ccccc3N2C(=O)N1 (stereo not given) = 2 | · | 4
Profile of Cc1ccc(Cc2nsc(N3CCCN(C(=O)Nc4ccc(F)c(Cl)c4)CC3)n2)cc1 = -1 | -1 | -1
Profile of CCOC(=O)N1CCN(Cc2ccc3c(c2)CN(C(=O)Cn2ccc(C)n2)CCO3)CC1 = 5 | -12 | -7

(continued)
Order of values – NPYLR7 agonist, mcGAS lum, hcGAS inh
COC(=O)C1=C(C)N=c2s/c(=C/c3cccs3)c(=O)n2C1c1ccc(OC(C)=O)cc1 (stereo not given)
→ 0, ·, -5
O=C(c1cccc(-n2cccn2)c1)N(CC(F)(F)F)C1CC1
→ 1, ·, -16
CCOC(=O)Cn1c(C2CC(=O)N(c3ccc(CC)cc3)C2)nc2ccccc21 (stereo not given)
→ -2, -3, -6
Cc1cc(C)n(CCNC(=O)C(=O)N2c3ccccc3CC2C)c(=O)n1 (stereo not given)
→ 1, ·, -8
Cc1noc(C)c1CNC(=O)CN1C(=O)N(C)Cc2ccccc21
→ 1, -9, -3
COc1ccccc1C(=O)N1CCc2ccccc2C1c1ccc(F)cc1 (stereo not given)
→ 8, -5, -11
C[C@H](C(=O)N[C@H]1CCc2ccccc21)N1Cc2ccc(Nc3ncccn3)nc2C1=O
→ -2, ·, 4
Cc1ccc(NC(=O)CCn2cnc3c([nH]c4ccc(C)cc43)c2=O)cc1
→ ·, -9, -7
COc1ccc(Nc2c([N+](=O)[O-])ccc3c2=NC2(CCCCC2)N=3)cc1
→ -9, -15, -19
CCN1CCCC1CNc1nc(-c2ccc3c(c2)CCCN3S(C)(=O)=O)cs1 (stereo not given)
→ 8, ·, -8
C=CCNC(=O)C1CCCN1S(=O)(=O)c1ccc(Br)s1 (stereo not given)
→ 4, -2, 1
O=C(Nc1ccccc1)C(c1ccccc1)N1CCN(C(=O)C2CC2)CC1 (stereo not given)
→ 0, -9, -7
CCc1nn(-c2ccccc2)c(Oc2ccc(OC)cc2)c1CN(CC(O)COc1ccccc1)C1CC1 (stereo not given)
→ -7, -7, -7
Cc1ccccc1-c1ccc(-n2cncc2C(=O)NCc2c(F)cccc2F)cc1
→ -3, -5, -1
CCOP(=O)(Cc1ccc(NC(=O)c2cccnc2Oc2ccc(Cl)cc2)cc1)OCC
→ -6, 1, -1
COc1ccc(S(=O)(=O)N2CCCC(C)C2)cc1N1CCN(C(=O)C2CCCCC2)CC1 (stereo not given)
→ 3, -4, -4
CC(=O)c1cccc(S(=O)(=O)N2CCN(C(=O)C3CCCc4ccccc43)CC2)c1 (stereo not given)
→ 8, ·, -2
CN(Cc1ccccc1)c1cc(-c2ccccc2)nc(SCc2ccc(C(=O)NCc3cccnc3)o2)n1
→ 19, -4, -7
CC(/C=N\NC(=O)CSc1nnc(-c2ccccc2)n1-c1ccccc1)=C\c1ccccc1
→ -5, ·, -6
CCOc1ccccc1NC(=O)N1CCSC1c1cccc(OCc2ccccc2)c1 (stereo not given)
→ ·, -7, -14
CCOC(=O)C1(C/C=C/c2ccccc2)CCCN(C(=O)Cc2nonc2C)C1 (stereo not given)
→ 0, ·, -9
CC(C)C(NC(=O)c1ccc(Cl)c(S(=O)(=O)N2CCCCC2)c1)c1cccs1 (stereo not given)
→ 10, -4, -7
CN(C)c1cncc(-c2cccc(-n3cccn3)c2)n1
→ 13, ·, -1
CCOC(=O)c1csc(CCNc2nc(C)nc3c2cnn3C)n1
→ -3, ·, 4
CC1C(OC(=O)c2cccc(OCC(N)=O)c2)CC2CC1C2(C)C (stereo not given)
→ 4, ·, -8
CC(C)c1cc(C2CCCN2C(=O)c2cccc3ccnn23)no1 (stereo not given)
→ 3, -14, -4
CCS(=O)(=O)Oc1ccccc1CN(CCOC)C(C)=O
→ 17, -5, 0
